Mtb BioA inh – M. tuberculosis BioA enzyme inhibitors, primary screen, biochemical, plate reader, single point, HTS; hit rate 0.096% among 360,000; inhibition, % at 9.99 µM; purified M. tuberculosis BioA enzyme; AID 602481, 2012; in the data active means inhibition above about 40%
The depositor's hits bear a star.

SMILES	Mtb BioA inh
C[C@H]1CN([C@@H](C)CO)C(=O)c2cccc(NS(=O)(=O)c3cccs3)c2O[C@H]1CN(C)Cc1ccc(C(F)(F)F)cc1	-1.7
Cc1ccccc1S(=O)(=O)N1CC[C@@H]2[C@H]1c1cc(-c3cccc(F)c3)ccc1N[C@@H]2CO	-0.4
C[C@H](CO)N1C[C@H](C)[C@H](CN(C)C(=O)Nc2ccccc2)Oc2c(NC(=O)Nc3ccccc3)cccc2C1=O	4.8
CO[C@@H](C(=O)N(C)C[C@@H]1OCc2ccccc2-c2ccccc2C(=O)N([C@@H](C)CO)C[C@@H]1C)c1ccccc1	0.9
COc1ccc(NC(=O)N(C)C[C@H]2Oc3cc(-c4cccc(C(=O)N(C)C)c4)ccc3S(=O)(=O)N([C@@H](C)CO)C[C@@H]2C)cc1	0.6
COc1ccc(NC(=O)N2C[C@H](O)COC[C@@H]3O[C@H](CC(=O)N4CCCCC4)CC[C@H]32)cc1	1.5
C[C@@H]1CN([C@@H](C)CO)C(=O)c2cc(N(C)C)ccc2O[C@H]1CN(C)Cc1ccc(C(=O)O)cc1	-1.5
Cc1noc(C)c1NC(=O)Nc1ccc2c(c1)C(=O)N([C@H](C)CO)C[C@@H](C)[C@@H](CN(C)Cc1ccccc1)O2	-0.5
C[C@@H]1CN([C@@H](C)CO)S(=O)(=O)c2ccc(C3=CCCC3)cc2O[C@H]1CN(C)C(=O)CN(C)C	2.3
C[C@H](CO)N1C[C@H](C)[C@H](CN(C)C(=O)c2cnccn2)Oc2cc(C#CC3CC3)ccc2S1(=O)=O	0.2
CNC(=O)C[C@H]1CC[C@@H]2[C@H](COc3ccc(NC(=O)c4ccc5c(c4)OCO5)cc3C(=O)N2C)O1	4.4
O=C(C[C@@H]1CC[C@@H]2[C@H](COC[C@@H](O)CN2C(=O)Nc2ccccc2)O1)NCc1ccccc1F	3.5
COCC(=O)Nc1ccc2c(c1)C(=O)N(C)C[C@@H](OC)[C@@H](C)CN(C(=O)Cc1ccccn1)[C@@H](C)CO2	0.4
C/C=C/c1ccc([C@H]2[C@@H](CNC(=O)c3ccncc3)N(C(=O)CC)[C@H]2CO)cc1	-1.3
O=C(c1ccccn1)N1C[C@@H]2[C@H](c3ccccc31)[C@H](CO)N2C(=O)C1CCCC1	-0.4
C[C@H]1CN([C@@H](C)CO)S(=O)(=O)c2ccc(-c3ccc(C(=O)N(C)C)cc3)cc2O[C@H]1CN(C)C(=O)C1CCCCC1	0.7
CCCN(C)C[C@@H]1Oc2ncc(C#CCC(C)C)cc2C(=O)N([C@@H](C)CO)C[C@H]1C	0.8
C[C@H](CO)N1C[C@H](C)[C@H](CN(C)Cc2ccccc2)Oc2ccc(NC(=O)Cc3cn(C)c4ccccc34)cc2CC1=O	-1.3
C[C@H](NC(=O)C[C@@H]1CC[C@@H]2[C@H](COC[C@H](O)CN2C(=O)Nc2cc(Cl)cc(Cl)c2)O1)c1ccccc1	-0.7
C[C@H]1CN([C@@H](C)CO)S(=O)(=O)c2ccc(C#CC3CC3)cc2O[C@@H]1CN(C)Cc1cccc(F)c1	-4.0
COc1ccccc1S(=O)(=O)Nc1ccc2c(c1)C(=O)N(C)C[C@H](OC)[C@H](C)CN[C@@H](C)CO2	1.3
C[C@@H]1CN([C@H](C)CO)C(=O)Cc2cc(NC(=O)CCCCCC(=O)Nc3ccccc3N)ccc2O[C@H]1CN(C)C(=O)Nc1ccc(C(F)(F)F)cc1	-0.5
Cc1noc(C)c1S(=O)(=O)Nc1ccc2c(c1)C(=O)N([C@H](C)CO)C[C@H](C)[C@H](CN(C)Cc1ccc(C(=O)O)cc1)OCCCC[C@@H](C)O2	-4.5
C[C@@H]1CN([C@@H](C)CO)C(=O)c2cc(NC(=O)CCC(F)(F)F)ccc2O[C@@H](C)CCCCO[C@@H]1CN(C)S(=O)(=O)c1ccc(Cl)cc1	-0.5
C[C@H](CO)N1C[C@H](C)[C@@H](CN(C)S(=O)(=O)c2cccs2)Oc2c(NC(=O)C3CCOCC3)cccc2C1=O	1.4
Following part:
SMILES	Mtb BioA inh
C[C@H](CO)N1C[C@H](C)[C@H](CN(C)S(=O)(=O)c2cccs2)Oc2c(NC(=O)C3CC3)cccc2C1=O	-0.2
Cc1noc(C)c1NC(=O)N[C@H]1C=C[C@@H](CC(=O)N2CCCCC2)O[C@@H]1CO	-1.4
C[C@@H]1CN([C@H](C)CO)C(=O)c2cc(NC(=O)Nc3ccc(F)cc3)ccc2O[C@@H](C)CCCCO[C@H]1CN(C)C(=O)C1CCCCC1	-0.6
COC(=O)C[C@@H]1C=C[C@H](NS(=O)(=O)c2ccc(OC)cc2)[C@@H](CO)O1	1.7
CCCNC(=O)N(C)C[C@H]1Oc2ncc(-c3ccc(F)cc3)cc2C(=O)N([C@@H](C)CO)C[C@@H]1C	-0.7
C[C@H](CO)N1C[C@H](C)[C@H](CN(C)S(C)(=O)=O)OCCCC[C@H](C)Oc2ccc(NC(=O)Nc3cccc4ccccc34)cc2C1=O	0.6
C[C@@H]1CCCCO[C@H](CN(C)C(=O)CCCN(C)C)[C@@H](C)CN([C@H](C)CO)C(=O)c2cc(NC(=O)NC3CCCCC3)ccc2O1	-0.3
O=C(C[C@@H]1C=C[C@H](NS(=O)(=O)c2ccccc2F)[C@H](CO)O1)NCCCN1CCOCC1	-0.6
C[C@@H]1CN([C@H](C)CO)C(=O)c2cc(NC(=O)Nc3ccc4c(c3)OCO4)ccc2O[C@@H](C)CCCCO[C@@H]1CN(C)C(=O)c1ccccc1	-3.5
CC(C)C#Cc1ccc2c(c1)O[C@@H](CN(C)C(=O)CC1CC1)[C@H](C)CN([C@H](C)CO)S2(=O)=O	3.2
C[C@H]1CN([C@@H](C)CO)C(=O)c2cc(C#CC3(O)CCCC3)cnc2O[C@@H]1CN(C)Cc1ccncc1	-2.3
CC(C)NC(=O)N[C@@H]1CC[C@@H](CCn2cc(-c3ccc(F)cc3)nn2)O[C@H]1CO	-1.3
C[C@@H]1CN([C@H](C)CO)C(=O)c2cc(-c3ccc(F)cc3)cnc2O[C@H]1CN(C)C(=O)c1ccccc1F	2.1
CO[C@@H]1CN(C)C(=O)c2ccc(NS(=O)(=O)c3ccccc3)cc2OC[C@H](C)N(C)C[C@H]1C	-1.7
C[C@H]1CN([C@@H](C)CO)C(=O)Cc2cc(NC(=O)Nc3ccccc3)ccc2O[C@H]1CN(C)C(=O)Nc1ccc(C(F)(F)F)cc1	-1.1
CN1[C@@H]2c3cccc(=O)n3C[C@H]1[C@H](CO)[C@H]2C(=O)NCC1CCCCC1	-1.0
CC(C)NC(=O)Nc1ccc2c(c1)C(=O)N([C@H](C)CO)C[C@H](C)[C@H](CN(C)C(=O)Nc1ccc3c(c1)OCO3)O2	0.3
O=C(Nc1ccc(F)cc1)Nc1ccc2c(c1)[C@@H]1C[C@H](CC(=O)N3CCOCC3)O[C@H](CO)[C@@H]1O2	-0.9
CCC(=O)N(C)C[C@H]1Oc2ncc(C#Cc3ccc(OC)cc3)cc2C(=O)N([C@H](C)CO)C[C@@H]1C	1.0
COc1ccccc1C#Cc1cnc2c(c1)C(=O)N([C@H](C)CO)C[C@H](C)[C@H](CN(C)S(=O)(=O)c1cn(C)cn1)O2	0.2
C[C@@H]1CN([C@@H](C)CO)C(=O)c2cccc(NC(=O)C3CCCCC3)c2O[C@H]1CN(C)C(=O)Nc1cccc2ccccc12	1.7
COc1ccc(CN(C)C[C@H]2Oc3c(NC(=O)Nc4ccc5c(c4)OCO5)cccc3C(=O)N([C@@H](C)CO)C[C@@H]2C)cc1	-0.5
C[C@@H]1CN([C@H](C)CO)C(=O)c2cccc(NC(=O)Nc3ccc4c(c3)OCO4)c2O[C@H]1CN(C)CC1CC1	1.6
C[C@H](CO)N1C[C@H](C)[C@H](CN(C)Cc2ccc(C(=O)O)cc2)Oc2ccc(NS(=O)(=O)c3cccs3)cc2C1=O	-0.2
C[C@H](CO)N1C[C@H](C)[C@H](CN(C)Cc2ccncc2)Oc2ccc(NC(=O)Nc3cccc4ccccc34)cc2CC1=O	3.0
Going on with the list:
SMILES	Mtb BioA inh
N#C[C@@H]1[C@@H](c2ccc(-c3cccc(F)c3)cc2)[C@@H](CO)N1S(=O)(=O)c1cccc(F)c1	-1.4
CC(C)NC(=O)Nc1ccc2c(c1)C(=O)N([C@H](C)CO)C[C@H](C)[C@@H](CN(C)C(=O)c1ccncc1)OCCCC[C@H](C)O2	-2.8
C[C@@H]1CCCCO[C@@H](CN(C)S(=O)(=O)c2ccc(Cl)cc2)[C@@H](C)CN([C@H](C)CO)C(=O)c2cc(NC(=O)Nc3cccc4ccccc34)ccc2O1	-1.9
CN(C)C(=O)[C@H]1[C@H](CO)[C@H]2Cn3c(ccc(-c4ccccc4)c3=O)[C@@H]1N2C(=O)C1CCCC1	-0.8
COc1ccc(NC(=O)Nc2ccc3c(c2)C(=O)N([C@@H](C)CO)C[C@H](C)[C@H](CN(C)S(=O)(=O)c2ccc(C)cc2)OCCCC[C@@H](C)O3)cc1	-2.7
C[C@@H]1CCCCO[C@H](CN(C)C(=O)NC2CCCCC2)[C@H](C)CN([C@@H](C)CO)C(=O)c2cc(NC(=O)NC3CCCCC3)ccc2O1	-2.4
C/C=C/c1ccc([C@H]2[C@@H](CO)N(C(C)=O)[C@@H]2CN(C(=O)COC)C(C)C)cc1	3.1
CN1C(=O)c2cc(NC(=O)c3cscn3)ccc2OC[C@H]2O[C@H](CC(=O)N3CCOCC3)CC[C@H]21	-0.4
C[C@@H]1CN([C@@H](C)CO)C(=O)c2cc(-c3ccccc3F)cnc2O[C@H]1CN(C)Cc1ccc(F)cc1	-1.1
COc1ccc(NC(=O)Nc2ccc3c(c2)C(=O)N([C@@H](C)CO)C[C@H](C)[C@@H](CN(C)S(=O)(=O)c2ccc(OC)cc2)O3)cc1	2.3
O=C(CCN1CCCCC1)N[C@@H]1C=C[C@H](CC(=O)N2CCC(Cc3ccccc3)CC2)O[C@H]1CO	3.5
CNC(=O)C[C@@H]1CC[C@H]2[C@H](COc3ccc(NC(=O)C4CC4)cc3C(=O)N2C)O1	1.4
CN(C)c1ccc2c(c1)[C@@H]1C[C@H](CC(=O)O)O[C@@H](CO)[C@@H]1O2	-1.9
COc1cccc(-c2cnc3c(c2)C(=O)N([C@H](C)CO)C[C@@H](C)[C@@H](CN(C)Cc2ccccc2)O3)c1	2.6
COc1ccc(NC(=O)Nc2ccc3c(c2)C(=O)N([C@@H](C)CO)C[C@@H](C)[C@H](CN(C)C)O3)cc1	3.3
O=C(Cc1ccccn1)N[C@@H]1CC[C@H](CC(=O)N2CCCCC2)O[C@@H]1CO	-0.7
O=C(c1cccc(F)c1)N1CCCCN2[C@H](CO)[C@@H](c3ccc(-c4cncnc4)cc3)[C@H]2C1	1.3
O=C(C[C@@H]1CC[C@H]2[C@@H](COC[C@@H](O)CN2Cc2cccc(C(F)(F)F)c2)O1)NCCc1ccncc1	-1.3
O=C(NCC[C@@H]1CC[C@H](NS(=O)(=O)c2cccc(F)c2)[C@@H](CO)O1)C1CCC1	-3.9
COc1ccc(S(=O)(=O)Nc2ccc3c(c2)C(=O)N([C@@H](C)CO)C[C@@H](C)[C@@H](CN(C)C(=O)Nc2ccccc2)O3)cc1	-0.9
COCC(=O)Nc1ccc2c(c1)[C@@H]1C[C@@H](CC(=O)NCCc3ccccc3)O[C@H](CO)[C@@H]1O2	-1.6
COc1ccc(NC(=O)Nc2ccc3c(c2)C(=O)N([C@@H](C)CO)C[C@@H](C)[C@@H](CN(C)C(=O)c2ccccc2)OCCCC[C@@H](C)O3)cc1	-1.5
C[C@H](NC(=O)N(C)C[C@H]1OCc2ccccc2-c2c(n(C)c3ccccc23)C(=O)N([C@@H](C)CO)C[C@@H]1C)c1ccccc1	-0.8
C[C@@H]1CN([C@@H](C)CO)C(=O)c2cccc(NS(=O)(=O)c3ccc(Cl)cc3)c2O[C@@H]1CN(C)C(=O)NC1CCCCC1	4.5
Cc1ccc(S(=O)(=O)N[C@H]2C=C[C@H](CC(=O)N3CCC(Cc4ccccc4)CC3)O[C@@H]2CO)cc1	3.4
COCC(=O)Nc1ccc2c(c1)[C@@H]1C[C@@H](CC(=O)NCc3ccc(-c4ccccc4)cc3)O[C@H](CO)[C@@H]1O2	-0.4
CCCN(C)C[C@@H]1Oc2ncc(-c3cccnc3)cc2C(=O)N([C@H](C)CO)C[C@@H]1C	-0.7
CC(=O)N(C)C[C@@H]1Oc2cc(C#CCC3CCCC3)ccc2S(=O)(=O)N([C@@H](C)CO)C[C@@H]1C	-0.3

Copied from the listing (ten entries):
SMILES	Mtb BioA inh
N#C[C@@H]1[C@@H](c2ccc(-c3cccc(F)c3)cc2)[C@@H](CO)N1S(=O)(=O)c1cccc(F)c1	-1.4
CC(C)NC(=O)Nc1ccc2c(c1)C(=O)N([C@H](C)CO)C[C@H](C)[C@@H](CN(C)C(=O)c1ccncc1)OCCCC[C@H](C)O2	-2.8
C[C@@H]1CCCCO[C@@H](CN(C)S(=O)(=O)c2ccc(Cl)cc2)[C@@H](C)CN([C@H](C)CO)C(=O)c2cc(NC(=O)Nc3cccc4ccccc34)ccc2O1	-1.9
CN(C)C(=O)[C@H]1[C@H](CO)[C@H]2Cn3c(ccc(-c4ccccc4)c3=O)[C@@H]1N2C(=O)C1CCCC1	-0.8
COc1ccc(NC(=O)Nc2ccc3c(c2)C(=O)N([C@@H](C)CO)C[C@H](C)[C@H](CN(C)S(=O)(=O)c2ccc(C)cc2)OCCCC[C@@H](C)O3)cc1	-2.7
C[C@@H]1CCCCO[C@H](CN(C)C(=O)NC2CCCCC2)[C@H](C)CN([C@@H](C)CO)C(=O)c2cc(NC(=O)NC3CCCCC3)ccc2O1	-2.4
C/C=C/c1ccc([C@H]2[C@@H](CO)N(C(C)=O)[C@@H]2CN(C(=O)COC)C(C)C)cc1	3.1
CN1C(=O)c2cc(NC(=O)c3cscn3)ccc2OC[C@H]2O[C@H](CC(=O)N3CCOCC3)CC[C@H]21	-0.4
C[C@@H]1CN([C@@H](C)CO)C(=O)c2cc(-c3ccccc3F)cnc2O[C@H]1CN(C)Cc1ccc(F)cc1	-1.1
COc1ccc(NC(=O)Nc2ccc3c(c2)C(=O)N([C@@H](C)CO)C[C@H](C)[C@@H](CN(C)S(=O)(=O)c2ccc(OC)cc2)O3)cc1	2.3

The list is partial. The share of hits here may be higher or lower than overall.
